# Screens deposited in PubChem by several laboratories.
# NTR1 agonist: agonists of NTR1, primary screen, imaging, U2OS cells, beta-arrestin-GFP, high content (AID 493036). Neurotensin receptor type 1 (Homo sapiens), P30989. NTR1-U2OS beta-arrestin-GFP spot imaging, agonist mode. activation, % at 20 µM. 330,000 tested, 0.17% active;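 active = activation at or above 40% of the spot to cytoplasm intensity ratio, with at least 20 cells analyzed; inconclusive = wells under 20 cells, flagged as cytotoxic or low count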;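 also: 0% = DMSO without peptide and 100% = 100 nM NTR1 peptide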
# Target sequence (P30989 whole entry, looked up): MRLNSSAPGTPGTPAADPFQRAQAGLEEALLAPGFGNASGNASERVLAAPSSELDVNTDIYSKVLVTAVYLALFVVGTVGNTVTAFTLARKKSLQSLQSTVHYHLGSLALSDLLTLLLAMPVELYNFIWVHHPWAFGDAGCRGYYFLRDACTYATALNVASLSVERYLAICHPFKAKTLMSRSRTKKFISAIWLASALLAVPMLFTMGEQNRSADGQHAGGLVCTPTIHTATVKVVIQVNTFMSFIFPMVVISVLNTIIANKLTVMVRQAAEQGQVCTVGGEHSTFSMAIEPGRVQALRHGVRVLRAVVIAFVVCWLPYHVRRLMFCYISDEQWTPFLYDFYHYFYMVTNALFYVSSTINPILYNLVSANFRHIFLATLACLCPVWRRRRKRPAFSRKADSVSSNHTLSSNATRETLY
# GPR55 beta-arrestin: GPR55 agonists via beta-arrestin recruitment, primary screen, imaging, U2OS cells, beta-arrestin-GFP redistribution (AID 1961). G-protein coupled receptor 55 (Homo sapiens). U2OS GPR55 beta-arrestin-GFP redistribution imaging; higher % means a stronger effect. activation, % at 10 µM; hits with a dose series show EC50 in µM. 290,000 tested, 0.048% active;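 active = activation above 40% with more than 50 cells counted in the well; inconclusive = wells holding fewer than 50 cells, flagged as toxic or sparse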;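 also: U2OS osteosarcoma cells stably expressing GPR55 and beta-arrestin-GFP; plate controls were DMSO negative control for no effect and LPI positive control for full effect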
# AID2073: inhibitors of Mint1-CaV2.2 protein interaction, biochemical, HTRF (AID 2073); HTRF protein-protein interaction, Mint1-CaV2.2; higher % means a stronger effect; Voltage-dependent N-type calcium channel subunit alpha-1B (Homo sapiens); inhibition, % at 20 µM; hits with a dose series show IC50 in µM; 290,000 tested, 0.19% active; in the data active = inhibition mostly above about 51%, no sharp cut-off; inconclusive = no clear call, values can overlap the other calls; inactive = mostly below about 53%; also: some results filed as inactive read as strong as hits
# SV40 large T antigen: SV40 large T antigen inhibitors, biochemical (AID 1903). 310,000 tested, 0.39% active. SV40 large T antigen ATPase/helicase inhibition assay; higher % means a stronger effect. inhibition, % at 20 µM, or IC50 in µM where a hit was titrated; in the data active = a potency from the dose series; inconclusive = inhibition mostly from about 32% at the one dose, without a potency; inactive = the rest, 99 in 100 with inhibition below about 32%; also: strong numbers were not always called active
# Yfh1-off respiration: enhancers of respiration in Yfh1-depleted yeast, dose response, Friedreich's ataxia, plus single-dose screen (AID 1465); 220,000 tested, 0.074% active; S. cerevisiae Yfh1-off respiration, WST-1 reduction, 72 h; higher fold induction means a stronger effect; one-dose fold induction at 50 µM; EC50 in µM for titrated hits;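 active = fold induction of absorbance versus untreated yeast above a set limit, then at least 30% activation at any dose in follow-up; inconclusive = repeats straddling the limit, or above it without dose testing; inactive = fold induction below the set limit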;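 also: activators that raise dye reduction in frataxin-depleted yeast; strong numbers were not always called active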
# NS5 inhibitors: Dengue-2 NS5 methyltransferase inhibitors, primary screen, biochemical, confirmation dose response (AID 588689); Genome polyprotein (Dengue virus type 2 (strain 16681-PDK53)); Dengue-2 NS5 methyltransferase capping enzyme assay, biochemical; higher % means a stronger effect; inhibition, % at 25 µM, or IC50 in µM where a hit was titrated; 340,000 tested, 0.3% active; in the data active = a potency from the dose series; inconclusive = inhibition above about 29% without an active follow-up result
# MgcRacGAP inhibition: MgcRacGAP GTPase-activating activity inhibitors, confirmation, biochemical, ADP Hunter fluorescence | Rac GTPase-activating protein 1 (Homo sapiens) | MgcRacGAP-stimulated Rac1 GTP hydrolysis, ADP Hunter fluorescence; higher % means a stronger effect; GST-tagged Rac1 F28L mutant substrate | inhibition, % at 30 µM; hits with a dose series show IC50 in µM | 340,000 tested, 0.6% active | AID 624330, 2012;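 active = first-screen hits whose inhibition reached a set limit at any dose in the follow-up dose series; inconclusive = inhibition above the set first-screen limit but never retested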;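 also: fluorescence reports GDP produced by GAP-driven GTP hydrolysis; strong numbers were not always called active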
# GPR35 antagonists: GPR35 antagonists blocking zaprinast-driven arrestin recruitment, primary screen, imaging, U2OS, beta-arrestin-GFP, zaprinast agonist (AID 2058) | 290,000 tested, 0.052% active | inhibition, % at 10 µM, or IC50 in µM where a hit was titrated | G-protein coupled receptor 35 (Homo sapiens) | U2OS GPR35 beta-arrestin-GFP translocation imaging, zaprinast antagonism; higher % means a stronger effect;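 active = inhibition of at least 50% with at least 30 cells and total cytoplasm GFP at most 10,000,000; inconclusive = under 30 cells or total GFP of 10,000,000 plus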
# GPR55 LPI antagonism: GPR55 antagonists blocking LPI-driven arrestin recruitment, primary screen, imaging, U2OS, beta-arrestin-GFP, LPI agonist (AID 2013); U2OS GPR55 beta-arrestin-GFP translocation imaging, LPI antagonism; higher % means a stronger effect; G-protein coupled receptor 55 (Homo sapiens); 290,000 tested, 0.13% active; one-dose inhibition, % at 10 µM; IC50 in µM for titrated hits;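 active = spots per cell inhibited over 60%, with over 100 cells counted and total cytoplasm intensity under 500,000; inconclusive = wells with under 100 cells, flagged as likely toxic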;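 also: U2OS cells stably carrying GPR55 and arrestin-GFP stimulated by 5 µM LPI near EC80; imaged beta-arrestin-GFP aggregate spots per cell after agonist stimulation; plate controls were LPI-stimulated DMSO wells for no effect and DMSO wells without LPI for full effect; some results filed as inactive read as strong as hits; confirmed hits need IC50 under 10 µM and bright autofluorescent wells are also inconclusive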
# NTR1 agonist cell count 20 µM: recorded beside NTR1 agonist, whose call it bears; cell count; measured here: cell count, cytotoxicity flag
# NS5 inhibitors pilot replicate: recorded beside NS5 inhibitors, whose call it bears; inhibition, %; measured here: pilot screen replicate inhibition
# Starred values were filed as active, the others as inactive; i = inactive; ? = inconclusive; / = no result given.
SMILES,NTR1 agonist,NTR1 agonist cell count 20 µM,GPR55 beta-arrestin,AID2073,SV40 large T antigen,Yfh1-off respiration,NS5 inhibitors,MgcRacGAP inhibition,GPR35 antagonists,GPR55 LPI antagonism,others
CC(C)NS(=O)(=O)c1ccc(CCC(=O)NCc2ccccn2)cc1,1.0,43,-0.1%,-3%,5%,/,2%,9%,-1%,-23%,
COc1ccc(OCC(=O)OC(C)CN2CCCCC2)cc1 (stereo not drawn),0.0,75,0.2%,8%,10%,/,-1%,3%,10%,1%,
COc1ccccc1NS(=O)(=O)c1ccc2c(c1)NC(=O)CC(=O)N2,0.1,69,0.0%,6%,11%,/,3%,8%,-8%,5%,
C#CCSc1n[nH]c(-c2ccco2)n1,0.0,63,0.5%,-5%,2%,i,-2%,6%,2%,8%,
CCOC(=O)c1sc(NC(=O)Cn2nnc3sc4c(c3c2=O)CCC(C(C)(C)C)C4)nc1C (stereo not drawn),2.5,51,1.1%,22%,10%,i,4%,-7%,-2%,-16%,
CCn1nnnc1SCC(=O)N1CCN(c2ccccc2)CC1,-2.5,54,0.0%,4%,5%,i,/,/,-10%,-3%,
O=C(Nc1cccc(-c2nc3ccccc3s2)c1)C1=COCCO1,3.0,60,-0.2%,5%,13%,i,-6%,4%,-6%,8%,
CCOc1ccc(NC(=O)CN2C(=O)COc3ccc(S(=O)(=O)N4CCCC4)cc32)cc1,-1.4,85,-0.1%,4%,5%,/,-1%,5%,6%,6%,
Brc1ccc(/C=N/Nc2ncnc3c2cnn3Cc2ccccc2)cc1,1.6,41,0.3%,6%,0%,/,5%,10%,-2%,/,
COc1ccc(N(C(=O)CNC(=O)c2ccco2)C(C(=O)NC2CCCC2)c2cccnc2)cc1 (stereo not drawn),0.6,42,-0.1%,9%,-20%,/,5%,9%,10%,-1%,
CNC(=O)c1c(NC(=O)c2ccco2)sc(C)c1C,-1.1,64,/,/,25%,/,0%,3%,/,/,
CCOC(=O)c1c(NC(=S)Nc2cccc(C)c2)sc2c1CC(C)(C)SC2,11,41,0.3%,1%,13%,i,-9%,1%,0%,4%,
COc1cc(OC)cc(C(=O)N2CCN=C2SCc2cccnc2)c1,-1.7,62,-0.2%,-7%,7%,i,-3%,3%,-2%,-9%,
CCCN1CCN(CCCNC(=O)Cn2nc(-c3ccccc3)ccc2=O)CC1,-0.5,58,0.0%,-20%,-2%,i,-1%,1%,4%,12%,
OCCN1CCN(Cc2cc(Cl)c3cccnc3c2O)CC1,1.1,80,-0.1%,-1%,4%,i,-9%,14%,4%,14%,
CCN(CC)C(=O)CSc1nc2ccccc2c(=O)n1OC(C)C,-1.1,85,0.0%,-2%,-4%,i,-19%,-4%,-11%,5%,NS5 inhibitors pilot replicate=-6.4
COC(=O)C(CC(C)C)NC(=O)C(Cc1ccccc1)NC(=O)C1CCCN1C(=O)OC(C)(C)C (stereo not drawn),13,51,0.3%,-14%,4%,i,-19%,-3%,21%,14%,
O=S(=O)(CCSc1ccccn1)c1nc2ccccc2s1,1.2,49,-0.1%,-23%,7%,i,-12%,6%,1%,-12%,
Cc1ccc(C)c(N2CC(C(=O)OCC(=O)Nc3cc(C)on3)CC2=O)c1 (stereo not drawn),-1.8,47,0.0%,8%,7%,/,-2%,4%,12%,10%,
CCOc1ccc(OCC)c(S(=O)(=O)N2CCCCC2)c1,-0.8,80,-0.2%,1%,-7%,i,1%,6%,12%,7%,NS5 inhibitors pilot replicate=0.6
C=CCn1c(SCC(=O)c2[nH]c(C)c(C(=O)OCC)c2C)nc2scc(-c3ccc(OC)cc3)c2c1=O,/,/,0.1%,7%,8%,i,-3%,9%,4%,10%,
Cc1[nH]n(-c2ccccc2)c(=O)c1/C=N/N(c1ccccc1)c1ccccc1,2.5,50,-0.1%,7%,22%,i,/,7%,-11%,3%,
Cc1cccc(C)c1NC(=O)C(c1ccccc1)N1CCN(C(=O)c2ccco2)CC1 (stereo not drawn),-0.7,41,0.2%,-1%,7%,i,4%,0%,2%,-1%,
CCC(C(=O)O)n1c(C(F)(F)F)nc2ccccc21 (stereo not drawn),-1.6,39,-0.1%,20%,0%,i,5%,10%,-9%,-5%,
COc1ccc(C2N(C(C)=O)CCN2S(=O)(=O)c2ccc(C)cc2)cc1 (stereo not drawn),0.2,48,-0.2%,11%,4%,/,-6%,11%,-13%,-15%,
C/C(=N\O)c1c(C)c2ccccc2n1C,2.6,79,-0.2%,0%,-1%,i,-2%,11%,-7%,7%,
CCC(CO)NCc1ccc(OCC(=O)Nc2cccc(C(F)(F)F)c2)c(OC)c1 (stereo not drawn),2.1,47,-0.3%,4%,5%,i,-4%,14%,1%,4%,
COc1ccc(-c2nn(-c3ccccc3)cc2C#N)cc1,5.8,72,-0.1%,?,7%,i,-6%,8%,4%,-4%,
CC1(C)CC(NC(=O)COc2ccc([N+](=O)[O-])cc2)CC(C)(C)N1,-0.1,34,-0.8%,-6%,6%,i,/,/,-10%,17%,
Cc1ccc(/C=N/NC(=O)CNC(=O)COc2ccccc2)o1,-1.6,48,0.2%,1%,11%,i,1%,8%,0%,11%,
Cc1cc(Br)c2c(c1)C1(OCCO1)C(=O)N2,2.1,65,-0.1%,38%,22%,/,0%,8%,19%,3%,
COc1ccc(-c2cc(C(F)(F)F)nc(NCc3ccco3)n2)cc1OC,-1.5,89,-0.1%,6%,/,i,-5%,6%,-5%,0%,
O=C(NC(=S)Nc1ccc(Cc2ccncc2)cc1)c1ccccc1F,1.7,65,-0.1%,-14%,6%,i,-6%,5%,10%,8%,
Nc1ccn(Cc2cccc(F)c2)n1,1.4,30,-0.1%,5%,8%,i,-5%,-2%,29%,14%,
O=C(CSc1ccc(Cl)cc1)NC(=O)NCc1ccco1,1.4,42,0.5%,39%,5%,i,2%,18%,-6%,6%,
N=c1c(S(=O)(=O)c2ccc(Cl)cc2)cc2c(=O)n3ccccc3nc2n1CCc1ccccc1,12,57,-0.2%,21%,1%,/,?,10%,-4%,-8%,
CN(C)c1nc(Cl)nc(N(C#N)CCOc2ccccc2)n1,8.4,56,0.4%,2%,9%,i,-2%,4%,4%,8%,
O=C(C1CCN(Cc2ccccc2)CC1)N1CCN(C/C=C/c2ccccc2)CC1,-0.7,58,-0.3%,-1%,5%,i,7%,25%,5%,-1%,
COC(=O)Cc1c(O)ccn(C2CC2)c1=O,-0.2,62,0.2%,-2%,-2%,i,-5%,2%,-8%,-5%,
CCOC(=O)C1=C(C)NC(=S)NC1c1ccc(C)s1 (stereo not drawn),-1.1,64,-0.1%,8%,11%,i,-10%,4%,66%,-2%,
COc1ccc(N(CC(=O)Nc2ccc3c(c2)OCCO3)S(=O)(=O)c2c(C)nn(C)c2C)cc1,3.5,52,-0.1%,0%,5%,/,-7%,1%,1%,7%,
CC1CC(C)CN(CC(O)COCc2ccccc2)C1 (stereo not drawn),-0.8,52,0.0%,7%,9%,/,/,15%,-7%,7%,
Cc1c(O)cc2n(c1=O)-c1ccc(Cl)cc1C2(C)C,-2.0,65,-0.3%,10%,4%,i,-2%,7%,-4%,10%,
Cc1ccc(-c2nn3cnnc3c3ccccc23)cc1C,1.3,44,-0.7%,19%,11%,i,2%,8%,6%,-7%,
O=C(Cc1nc2ccccc2[nH]1)c1ccc(Br)cc1,5.0,55,0.5%,9%,7%,i,-20%,-9%,-2%,9%,
O=C(CNc1cc(S(=O)(=O)N2CCOCC2)ccc1NCC1CCCO1)Nc1ccccc1F (stereo not drawn),-0.1,58,-0.1%,-6%,14%,/,1%,3%,-1%,7%,
O=C(CN1CCN(c2ccccc2)CC1)c1c[nH]c2ccccc12,0.1,84,0.3%,0%,5%,/,-2%,7%,6%,15%,
Cn1c(CNC(=O)c2ccc3c(c2)OCO3)nnc1SCC(=O)Nc1ccc(F)cc1,0.1,52,0.3%,10%,8%,/,-1%,7%,8%,3%,
C[C@@H](NC(=O)[C@@H]1Cc2ccccc2CN1)C(=O)Nc1ccc2c(c1)OCCO2,1.3,50,-0.1%,1%,-12%,/,1%,6%,-6%,-5%,
CC(=O)Nc1ccc(NC(=O)CCCn2cnc3ccccc3c2=O)cc1,0.9,94,-0.1%,-14%,2%,/,-1%,10%,9%,-4%,
CC(C)COc1ccc2[nH]c3c(c2c1)CCCC3=O,0.4,47,0.0%,35%,0%,i,3%,10%,-5%,5%,
COc1ccc(-c2cc(C(F)(F)F)nc(SCCC(=O)N3CCN4CCCC4C3)n2)cc1 (stereo not drawn),0.0,52,0.4%,9%,12%,i,-6%,-2%,-8%,17%,
CC1(c2ccc([N+](=O)[O-])cc2)NC(=O)NC1=O (stereo not drawn),-0.9,70,-0.1%,5%,6%,/,-12%,0%,-5%,5%,
CC(C(=O)O)N1C(=O)/C(=C/c2cccn2C)SC1=S (stereo not drawn),/,/,0.5%,-6%,18%,>100µM*,-44%,6%,-11%,20%,
Cc1cc(C)c[n+](-c2nc3ccccc3nc2[N-]S(=O)(=O)c2ccc(Br)s2)c1,0.9,91,0.3%,20%,4%,i,6%,12%,10%,10%,
COc1ccc(CCNC(=O)c2ccc3nc[nH]c3c2)cc1,0.0,52,-0.2%,12%,4%,/,-1%,6%,8%,5%,
Cc1ccc2nc(NCC(=O)O)nc(-c3ccccc3)c2c1,-0.1,51,0.0%,18%,20%,i,4%,11%,7%,5%,
Cc1nc(C)c(-c2ccc(SCC(=O)Nc3cccc(Cl)c3)nn2)s1,6.0,55,0.8%,12%,14%,/,-14%,9%,-1%,6%,
